Screening results deposited in PubChem BioAssay by National Center for Advancing Translational Sciences (NCATS).
Shiga toxin inh: blocks Shiga toxin action in Vero cells; Vero cells, Shiga toxin protein synthesis inhibition reporter; inhibition, % at 38.7 µM; 290,000 compounds, 9.2% hits; AID 2315; in the data active = inhibition mostly above about 28%, no sharp cut-off; inactive = mostly below about 43%; note: 0% is about no effect
AmpC no deterg: AmpC beta-lactamase inhibition without detergent. P00811. AmpC nitrocefin hydrolysis, absorbance 480 nm, 0.0001% Triton. Potency, µM (titrated, usually from 57.1 µM), for the others: at the top dose activity change, negative = inhibition, actives largely listed as inhibitors. 330,000 compounds, 0.52% hits. AID 485341;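 note: potency is the fitted concentration of half-maximal effect; plate controls were no compound for no effect and no enzyme for full effect; nearly all actives have a fitted effect of over 20% in size; some results filed as inactive show a strong effect at the top dose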
Target sequence (P00811 whole entry, looked up): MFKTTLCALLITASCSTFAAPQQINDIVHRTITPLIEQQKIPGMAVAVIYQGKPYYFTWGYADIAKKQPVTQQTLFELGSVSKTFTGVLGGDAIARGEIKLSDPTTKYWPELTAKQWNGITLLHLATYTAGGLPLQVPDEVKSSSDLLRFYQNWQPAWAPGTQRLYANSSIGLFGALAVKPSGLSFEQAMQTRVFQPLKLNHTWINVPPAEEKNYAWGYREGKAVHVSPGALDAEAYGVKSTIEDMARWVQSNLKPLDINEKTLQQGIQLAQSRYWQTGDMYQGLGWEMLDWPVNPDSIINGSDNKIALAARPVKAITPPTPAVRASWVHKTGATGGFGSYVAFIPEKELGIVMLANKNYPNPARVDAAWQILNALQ
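20 mM phosphate pH 7.0 + 0.01% (detergent screen) or 0.0001% Triton X-100; 5.3 nM AmpC reagent; cpd preinc 15 min RT; nitrocefin (800 uM stock) to start; A480 q20 s × 4 min; Activity was normalised to no-enzyme and no-compound control wells.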
Cycloheximide cs: counter-screen for Shiga toxin inhibitors: cycloheximide protein synthesis inhibition | max response, % | 300,000 compounds, 12% hits | cell reporter, cycloheximide protein synthesis inhibition counterscreen; in the data active = max response mostly above about 13%, no sharp cut-off; inactive = mostly below about 14%; note: read at 38.3 µM for the half of the compounds with a filed dose; 0% is about no effect
Pf growth 96h: inhibits malaria parasite growth, 96 h | P. falciparum luciferase reporter growth, 96 h | Potency, µM (highest dose often 28.7 µM), without a hit: top-dose activity change, negative = inhibition, usual class: inhibitors | 320,000 compounds, 6.9% hits; note: potency is the fitted concentration of half-maximal effect; % is set by controls: 0 for no effect and ±100 for the full control effect
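Cell-based qHTS: luciferase-tagged P. falciparum in erythrocytes (2% hematocrit, 0.05% parasitemia final) incubated with compounds for 96 hours, 37 C, 5% CO2; luciferase detection reagent then added and luminescence measured.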
Tb PYK inh: T. brucei pyruvate kinase inhibition; AID 624173; Potency, µM (top dose mostly 76.8 µM), for inactives: top-dose activity, negative = inhibition, hits mostly inhibitors; 410,000 compounds, 0.12% hits; TbPYK enzyme, Kinase-Glo Plus ATP luminescence, 45 min; note: potency is the fitted concentration of half-maximal effect; % is set by controls: 0 for no effect and ±100 for the full control effect; nearly all actives have a fitted effect of over 50% in size
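In this concentration-response screen, enzyme-free wells defined baseline while DMSO plates tracked drift. Each reaction combined TbPYK, substrate, compound and 130 uM ADP for 45 min at room temperature. Kinase-Glo Plus luminescence gave the signal.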
Pf growth 48h: P. falciparum growth inhibition at 48 hours (one generation); Potency, µM (series often up to 28.7 µM), without a hit: at the highest dose activity change, negative = inhibition, actives largely listed as inhibitors; P. falciparum luciferase growth in erythrocytes, 48 h; 310,000 compounds, 5.9% hits; note: potency is the fitted concentration of half-maximal effect; % is set by controls: 0 for no effect and ±100 for the full control effect
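In quantitative HTS format, infected erythrocytes bearing luciferase-reporter parasites were treated for a single generation at 37 C. Luminescence after adding detection reagent served as the growth measure.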
LmPK inh: blocks Leishmania mexicana pyruvate kinase activity | 290,000 compounds, 0.37% hits | purified LmPK, Kinase-Glo ATP luminescence, 1 h | Q27686 | Potency, µM (titrated, usually from 57.5 µM), inactives show top-dose activity change, negative = inhibition, actives largely listed as inhibitors; note: potency is the fitted concentration of half-maximal effect; % is set by controls: 0 for no effect and ±100 for the full control effect
Target sequence (Q27686 whole entry, looked up): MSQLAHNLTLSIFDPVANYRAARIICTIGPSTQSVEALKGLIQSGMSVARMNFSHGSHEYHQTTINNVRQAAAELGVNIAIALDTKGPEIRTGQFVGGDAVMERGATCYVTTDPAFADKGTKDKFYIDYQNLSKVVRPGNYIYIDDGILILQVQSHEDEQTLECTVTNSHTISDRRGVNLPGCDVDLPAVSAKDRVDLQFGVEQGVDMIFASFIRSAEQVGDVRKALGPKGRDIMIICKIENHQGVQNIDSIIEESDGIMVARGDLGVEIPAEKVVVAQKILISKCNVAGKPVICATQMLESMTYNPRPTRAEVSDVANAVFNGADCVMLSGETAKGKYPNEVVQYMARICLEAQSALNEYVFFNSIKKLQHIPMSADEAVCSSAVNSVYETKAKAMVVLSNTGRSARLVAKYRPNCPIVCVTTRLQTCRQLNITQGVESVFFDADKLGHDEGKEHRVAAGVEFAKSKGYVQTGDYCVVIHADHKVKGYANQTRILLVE
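Purified LmPK (0.1 nM) with 0.5 mM PEP and 0.1 mM ADP in imidazole buffer pH 7.2 with MgCl2/KCl, 1 h at room temperature. ATP formed was read by luciferase luminescence and normalized to no-enzyme and uninhibited controls.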
* marks the source's active call; other numbers are inactive results; ? = inconclusive; · = not tested or not shown; & = joins results of further samples; [ ] = another dose, or the depositor's remark. Unless noted, calls come from the whole dose curve; as a rule, active = well fitted curve in the direction sought with a large enough effect; inconclusive = small, poorly fitted or top-dose-only effect, or another doubt; inactive = no such curve, though single readings can be large; an effect the other way counts as inactive or inconclusive.

SMILES | Shiga toxin inh | AmpC no deterg | Cycloheximide cs | Pf growth 96h | Tb PYK inh | Pf growth 48h | LmPK inh
CN(C(=O)Cn1c(=O)oc2cc(S(=O)(=O)N3CCCC3)ccc21)C1CCCCC1 | -5 | 2% | -1 | 3% | 0% | -24% | -3%
COc1ccc(-c2[nH]c(-c3cccc(OC)c3)nc2SCC(=O)NC2CCCC2)cc1 | -7 | 23% | -2 | 3.3µM* | 0%&-1% | -20% | -5%
Cc1ccc(C(=O)Nc2cccc(-c3cn4ccccc4n3)c2)cc1 | 81* | -56% | 41* | 13µM* | 5% | 46%[activator] | 1%
COC(=O)c1cc(NC(=O)C2COc3ccccc3O2)cc(C(=O)OC)c1 (stereo not drawn) | 17 | 0.22µM* | -1 | · | -4% | ? | 4%
CC(C)CCN1CCN(Cc2cccn2-c2ccccn2)CC1CCO (stereo not drawn) | -12 | -9% | -3 | 10% | -7% | -3% | 2%
C=CCN1C(=O)/C(=C\C(C)=C\c2ccccc2)SC1=S | · | -19% | -4 | -18% | -10% | -8% | 0%
COc1cc(NC(=O)COc2cccc(C)c2C)ccc1NC(=O)c1ccco1 | 1 | -42% | -3 | ? | -2% | -16% | -4%
COCCNC(=O)c1ccc2c(c1)C(=O)c1ccccc1-2 | 19 | -19% | 10 | ? | 11% | · | 2%
COCCOC(=O)C1=C(C)NC(=O)NC1c1ccc(-c2ccc(F)cc2)o1 (stereo not drawn) | 1 | -9% | 10 | ? | -5% | -14% | -2%
COC(=O)CCN(C(C)=O)c1ccc(N)cc1 | -14 | -22% | -7 | ? | -2% | 9% | 2%
COc1ccccc1S(=O)(=O)N1CCC(C(=O)O)(c2ccccc2)CC1 | -8 | -19% | -1 | -5% | -6% | ? | 7%
C[C@@H](CCc1ccccc1)NC[C@H](O)c1ccc(O)c(C(N)=O)c1 | · | · | · | ? | 3% | ? | ·
CC(=O)c1ccc(S(=O)(=O)Oc2ccc(-c3ccc(C(=O)O)cc3)cc2)cc1 | -5 | -21% | 0 | 10% | 14% | 4% | -2%
COCCn1c(SCC(=O)c2c(N)n(C3CC3)c(=O)[nH]c2=O)nc2ccccc21 | · | -32% | · | -19% | 1% | ? | ·
Cc1cccc(NC(=O)CSc2nnc(-c3ccccc3)n2N)c1 | 12 | -15% | 12 | 26% | 0% | 23% | 3%
Cc1ccc(CNc2nc3ccccc3n2C)o1 | 51* | -10% | 54* | 25% | -6% | 65%[activator] | -11%
COC(=O)c1ccc(Cn2nc([N+](=O)[O-])c(Br)c2C)cc1 | -11 | -18% | -1 | -4% | 4% | ? | 0%
CCC(Sc1nc(N)cc(=O)[nH]1)C(=O)Nc1cc(C)on1 (stereo not drawn) | -19 | 4% | -1 | 39%[activator] | -22% | 7% | -5%
CO/N=C/C(=N\Nc1cc(OC)cc(OC)c1)C(=O)c1ccccc1 | -14 | -7% | 8 | ? | 1% | ? | 12%
COc1ccc(S(=O)(=O)NC2CC(C)(C)NC(C)(C)C2)c2ccccc12 | -6 | 2% | -4 | 2% | -1% | ? | -3%

4 entries picked at random from the list so far, as already listed:
SMILES | Shiga toxin inh | AmpC no deterg | Cycloheximide cs | Pf growth 96h | Tb PYK inh | Pf growth 48h | LmPK inh
C=CCN1C(=O)/C(=C\C(C)=C\c2ccccc2)SC1=S | · | -19% | -4 | -18% | -10% | -8% | 0%
COCCNC(=O)c1ccc2c(c1)C(=O)c1ccccc1-2 | 19 | -19% | 10 | ? | 11% | · | 2%
CCC(Sc1nc(N)cc(=O)[nH]1)C(=O)Nc1cc(C)on1 (stereo not drawn) | -19 | 4% | -1 | 39%[activator] | -22% | 7% | -5%
COc1ccc(S(=O)(=O)NC2CC(C)(C)NC(C)(C)C2)c2ccccc12 | -6 | 2% | -4 | 2% | -1% | ? | -3%

The list goes on:
SMILES | Shiga toxin inh | AmpC no deterg | Cycloheximide cs | Pf growth 96h | Tb PYK inh | Pf growth 48h | LmPK inh
CC(/C=N/NC(=O)c1nnn(-c2nonc2N)c1CN1CCCCC1)=C\c1ccccc1 | -4 | -13% | 3 | 9.3µM* | 6% | ? | 0%
CCN(CC)S(=O)(=O)c1ccc(F)c(C(=O)OC2CC(C)OC2=O)c1 (stereo not drawn) | -16 | -3% | -6 | 15% | 9% | 9% | 0%
Cc1ccc(NC(=O)c2ccc(Nc3c([N+](=O)[O-])cc([N+](=O)[O-])cc3[N+](=O)[O-])cc2)cc1 | -15 | -34% | -4 | 22% | 3% | 5.2µM* | -2%
O=C(O)c1ccccc1NC1CCCCC1NS(=O)(=O)c1ccccc1 (stereo not drawn) | 16 | -44% | -1 | ? | 0% | -12% | -7%
O=C(c1ccco1)N1CCN(c2ccc([N+](=O)[O-])c(N3CCOCC3)c2)CC1 | -2 | -27% | -3 | ? | 4% | ? | -6%
CCOC(=O)c1ccc(NC(=S)N2CCN(CCN=CC3=C(O)CC(C)(C)CC3=O)CC2)cc1 | -4 | -7% | -2 | 5% | -2% | -25% | 4%
CN(C)C1(CNC(=S)Nc2ccccc2C(F)(F)F)CCCCC1 | -11 | -20% | -5 | ? | -4% | 12% | 13%
FC(F)Oc1ccc(-n2cc(-c3ccccc3)[n+]3c2CCCCC3)cc1 | 17 | 1% | 0 | ? | 4% | 1.2µM* | -7%
COc1ccc(C(=O)Nc2nnc(CC(=O)N/N=C/c3ccc(O)cc3O)s2)cc1 | 43* | -42% | 17* | ? | · | -3% | -2%
Cc1nc(Cl)cc(N/N=C/c2ccccc2)n1 | 48 | -3% | 9.0* | 36%[activator] | -11% | 30%[activator] | -1%
Cc1ccc(N(CC(=O)NCc2ccccn2)S(=O)(=O)c2ccccc2)cc1C | -9 | 94%[activator] | -4 | 14% | 1% | -12% | 0%
N#Cc1c2c(c(-c3ccccc3Cl)[nH]c1=S)CCCC2 | -13 | -31% | -6 | 33% | ? | 11% | 1%
Cc1ccc(C(=O)NCC(=O)OCN2C(=O)c3ccccc3C2=O)cc1C | · | -41% | · | -12% | -4% | 7% | ·
Cc1ccc(CC(=O)Nc2ccc(S(=O)(=O)N3CCOCC3)cc2)cc1 | -2 | -20% | -5 | 35%[activator] | 0% | -2% | 6%
Oc1c(C(c2cccs2)N2CCOCC2)sc2ncnn12 (stereo not drawn) | 13 | -9% | -6 | 14% | -5% | · | -3%
COc1cc(NC(=O)C/C(C)=N/NC(=O)C(=O)NC2CCCCC2)c(OC)cc1Cl | 19 | 94%[activator] | 8 | 54%[activator] | -1% | ? | -1%
O=C(COc1cc2oc(=O)c3c(c2cc1Cl)CCC3)Nc1ccc(CN2CCOCC2)cc1 | -5 | 1% | 3 | 15% | -1% | 11% | 7%
COc1cccc(NC(=O)CSc2nnc(-c3cccs3)n2C)c1 | -5 | -14% | 8 | 29% | 1% | -13% | 5%
CC(Cl)C(=O)Nc1ncc(C(F)(F)F)cc1Cl (stereo not drawn) | -3 | -13% | 3 | · | 2% | 61%[activator] | 3%
CS(=O)(=O)c1cccc(-c2csc(N3CCC(C(N)=O)CC3)n2)c1 | · | -12%&0% | · | 0%&-22% | -17% | ? | ·
Cc1ccc2nc(N(CCCN(C)C)C(=O)CN3C(=O)c4ccccc4C3=O)sc2c1 | -1 | 108%[activator] | 2 | -26% | 0% | -8% | 1%
O=c1[nH]cc(N(CCO)CCO)c(=O)[nH]1 | -10 | -9% | -3 | 24% | 4% | -9% | -1%
CCN1CCN(Cc2c(O)ccc3c(=O)c(-c4ccc(OC)c(OC)c4)c(C(F)(F)F)oc23)CC1 | 21* | 65%[activator] | 7 | 90%[activator] | 1% | 7.4µM* | 0%
O=C(Nc1nc2ccc(F)cc2s1)C1=NN(c2ccccc2)C(=O)CC1 | 67* | -35% | 35* | 2% | 3% | 15% | 0%
CCOC(=O)CC(NC(=O)c1cccs1)c1ccc(C)cc1 (stereo not drawn) | -2 | -21% | -3 | 23% | 5% | -13% | 1%
COc1ccc(-c2nc(SCC(=O)NC3CCCC3)c(-c3ccc(OC)cc3)[nH]2)cc1 | 45 | -3% | 3 | -51% | -3%&-2% | ? | 12%
COc1ccc(/C=C/c2nc3ccccc3n2C)cc1 | -37 | -31% | -22 | 20% | ? | 86%[activator] | 18µM*
O=[N+]([O-])/C=C/c1cc2ccccc2[nH]1 | -12 | -23% | -6 | ? | -2% | ? | 8%
CCC(C(=O)O)N1C(=O)C2CCCCC2C1=O (stereo not drawn) | 2 | -11% | 1 | 5% | -2% | 16% | -2%
COc1ccc(NC(=O)C(CC(C)C)NC(=O)C2CCC(C)CC2)cc1 (stereo not drawn) | 36 | -12% | 6 | -1% | 1% | ? | 0%
CCN1CCN(C(=O)CN(Cc2ccccc2)S(C)(=O)=O)CC1 | 2 | -13% | -2 | -4% | 0% | 6% | -3%
COc1ccc(S(=O)(=O)N2CCCCC2)cc1NC(=O)CCNC(=O)c1ccccc1Cl | · | -1% | · | ? | 3% | ? | ·
Cc1sc2ncnc(N3CCC(C(=O)Nc4nnc(SCc5ccccc5F)s4)CC3)c2c1C | · | -12% | · | 19% | -2% | 12% | ·
Cc1cc(N)n(-c2ccc3ccccc3c2)n1 | 43* | -39% | 18* | 259%[activator] | -1% | 58%[activator] | -19%
CC(C(=O)Nc1ccccc1)N1CCN(C(=O)c2ccco2)CC1 (stereo not drawn) | · | -10% | · | -21% | -1% | -21% | ·
Cc1cc2ccccn2c1C(C[N+](=O)[O-])c1ccc(N(C)C)cc1 (stereo not drawn) | 28 | -31% | 6 | ? | -12% | ? | -3%
O=C(Nc1ccc(N2CCCC2)cc1)c1cccc(-c2cc3ccccc3oc2=O)c1 | 14 | -5% | 8 | 0.41µM* | -29% | 9% | -2%
Cc1cc(NCCCn2ccnc2)n2nc(-c3ccc(Cl)cc3)cc2n1 | 57 | 229%[activator] | 20* | 20% | 3% | 2.6µM* | 1%

A few values from the list.
For Pf growth 48h, CCOC(=O)CC(NC(=O)c1cccs1)c1ccc(C)cc1 (stereo not drawn) is entered as -13%
For Cycloheximide cs, O=c1[nH]cc(N(CCO)CCO)c(=O)[nH]1 is entered as -3
For Cycloheximide cs, CCN1CCN(C(=O)CN(Cc2ccccc2)S(C)(=O)=O)CC1 is entered as -2
For Tb PYK inh, Cc1cc2ccccn2c1C(C[N+](=O)[O-])c1ccc(N(C)C)cc1 (stereo not drawn) is entered as -12%
For AmpC no deterg, Cc1ccc2nc(N(CCCN(C)C)C(=O)CN3C(=O)c4ccccc4C3=O)sc2c1 is entered as 108%[activator]
For AmpC no deterg, COc1ccc(S(=O)(=O)N2CCCCC2)cc1NC(=O)CCNC(=O)c1ccccc1Cl is entered as -1%
For AmpC no deterg, CCN1CCN(Cc2c(O)ccc3c(=O)c(-c4ccc(OC)c(OC)c4)c(C(F)(F)F)oc23)CC1 is entered as 65%[activator]

Rows were taken by chance; 22% or so of the library scored in one or more.
